Source: PubChem
Pf Dd2 growth: Plasmodium falciparum Dd2 growth inhibition | Potency, µM (highest dose often 28.9 µM), for the others: at the highest dose activity, negative = inhibition, actives largely listed as inhibitors | P. falciparum Dd2 growth, SYBR Green, 72 h | hit rate 4.3% among 120,000; active means well fitted inhibition curve with a large enough effect; inconclusive means small, poorly fitted or top-dose-only effect; inactive means no such curve, though single readings can be large or run the other way;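 further: plate controls were DMSO vehicle for no effect and reference drug for full effect; nearly all actives have a fitted effect of over 65% in size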
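Infected erythrocytes (Dd2, 0.3% parasitemia, 2.5% hematocrit final) are added to compound in RPMI-1640/Albumax II medium, grown 72 h at 37C in low oxygen, then lysed with saponin/Triton-X containing SYBR Green and read by fluorescence.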
* marks the source's active call; other numbers are inactive results; i = inactive; ? = inconclusive; ! = not active in a repeat; [ ] = remark or other dose. Potency means the concentration at half of the fitted maximal effect. A portion of the library. The share of hits here may be higher or lower than overall.

SMILES	Pf Dd2 growth
Cc1cc(Cl)ccc1NC(=O)NCC1CCOCC1	3%
COc1ccccc1N(CC(=O)NCCSc1ccccc1)S(=O)(=O)c1ccc(C)cc1	i
COc1ccc(C(=O)Nc2ccc(-c3noc([C@@H]4CCCN4Cc4ccc(C(F)(F)F)cc4)n3)cn2)cc1	i
COCCN1CCOc2nc(-c3cc(F)cc(OC)c3)ncc2C1=O	-2%[44.1 µM]
C[C@H]1CCCN1C(=O)c1nnc(COc2cccc(C(F)(F)F)c2)n1-c1cccnc1	i
CC(Cn1cccn1)C(=O)N1CCC(CCC(=O)Nc2ccc3c(c2)OCCO3)CC1 (stereo not given)	-13%
CC(NC(=O)c1noc(-c2ccc3c(c2)OCO3)n1)c1ccc(F)cc1 (stereo not given)	79%[activator]
CCCn1c(CCC(=O)Nc2cc(OC)cc(OC)c2)nc2cccnc21	i
COCCN1C(=O)c2ccccc2C(C(=O)N2CCC(C)CC2)C12CCCC2 (stereo not given)	-8%
CSc1ccc(NC(=O)c2nnn3c2COC(c2ccc(C)cc2)C3)cc1 (stereo not given)	-26%
O=C1NCc2ccccc2CC12CCN(Cc1cccc(Cl)c1)CC2	-23%
COc1cc(OC)c(NC(=O)CN2C(=O)NC(c3ccc(C)cc3)C3=C2COC3=O)cc1Cl (stereo not given)	i
Cc1ccc2c(c1)c(C(=O)N[C@H](c1cnn(C)c1)C1CC(O)C1)nn2C (stereo not given in full)	-5%
O=c1cc(-c2ccc(F)cc2)nc(SCc2nc(-c3cccc(C(F)(F)F)c3)no2)[nH]1	i
O=C(NC[C@H]1Cn2cc(-c3ccccc3)nc2CO1)Nc1ccc(F)cc1	?
Cc1ccc2c(CC(=O)Nc3ccc(S(=O)(=O)N4CCCCC4C)cc3)coc2c1 (stereo not given)	i
COc1ccc2[nH]c(C[C@@H]3C[C@@H](C(C)C)[C@H](CN(C)C)C=C3C)nc2n1	?
COC[C@@H]1CN(C(=O)c2ccc(OC)nc2OC)C[C@H]1c1ccncc1	-10%
CC1=C(c2ccc(C)c(C)c2)S(=O)(=O)N(Cc2ccc(C(=O)NCc3ccc(C)cc3)cc2)C1=O	-25%
O=c1c2nc(-c3ccccc3)ccc2ncn1Cc1ccccn1	-22%[44.1 µM]
Cc1ccccc1CN1CCc2nc(C(=O)N3CCOCC3)oc2CC1	i
Cc1ccccc1C(=O)N1CCn2c(nnc2-c2ccccc2)C1	-6%[44.1 µM]
COc1ccc(-n2nc3c(N4CCC(C(=O)NC5CCCCC5)CC4)nnc(C)c3c2C)cc1	3%
O=C(Cc1ccsc1)N1CCC(c2nc(C3CCOCC3)no2)C1 (stereo not given)	0%
CC(=O)Nc1cccc(C(=O)N2CCC(n3cc(-c4nc(C5CC5)no4)nn3)C2)c1 (stereo not given)	?

Sorted by molar mass (lowest first): part of the list above
SMILES	Pf Dd2 growth
Cc1cc(Cl)ccc1NC(=O)NCC1CCOCC1	3%
COC[C@@H]1CN(C(=O)c2ccc(OC)nc2OC)C[C@H]1c1ccncc1	-10%
COc1cc(OC)c(NC(=O)CN2C(=O)NC(c3ccc(C)cc3)C3=C2COC3=O)cc1Cl (stereo not given)	i

The list continues:
SMILES	Pf Dd2 growth
Cc1cccc(Nc2nc(N)nc(CN3CC[C@@H](N)[C@H](O)C3)n2)c1	-1%
O=C(NCc1cc(-c2ccccn2)no1)[C@H]1CNC[C@@H](C(=O)N2CCOCC2)C1	8%
COc1cc(NC(=O)O[C@@H]2CO[C@H]3[C@@H]2OC[C@@H]3NC(=O)c2cccs2)cc(OC)c1	i
Cc1nc2sccn2c(=O)c1S(=O)(=O)NCc1ccc(F)cc1	15%
COc1ccc(CCNC(=O)c2cnc3ccc(C)cn3c2=O)cc1	2%
COc1cccc(-c2noc(CC3CCN(C(=O)c4ccc(F)c(F)c4)CC3)n2)c1	-14%
Cc1nn2c(c1-c1ccccc1C(C)C)N(C(=O)c1cc3ccccc3n1C)CCC2	?
CN1C(=O)[C@@H]2C[C@@H](CN2C2CCC2)Oc2ccccc21	?
O=C(Cn1cccc1-c1nc(-c2ccc3c(c2)OCO3)no1)NCc1ccccc1Cl	2%
O=C1[C@@H]2C[C@@H](O)CN2C2(CN(C3CCCCC3)C2)C(=O)N1Cc1ccccc1Cl	i
Cc1nnc2c(N3CCN(c4ccccc4F)CC3)nc3ccc(C(=O)c4ccccc4)cc3n12	i
CCOC(=O)c1c(NC(=O)COc2ccc(Cl)cc2C)sc2c1CCCCC2	-7%
Cc1cc(CN2CCC3(CC2)CC(c2ccccc2)C(=O)N(C2CC2)C3)on1 (stereo not given)	-14%
O=C(NCCc1noc(C2CC2)n1)c1ccc(Cl)s1	14%
CN(CCn1cc(-c2nccn2C)nn1)S(C)(=O)=O	?
O=C(C1CCC(CNS(=O)(=O)c2ccc(Br)s2)CC1)N1CCN(c2ccccc2)CC1 (stereo not given)	-6%
Cc1nc(C)c(C(=O)N2CCC(N3C(=O)C4(CCCC4)C3c3scnc3C)CC2)s1 (stereo not given)	i
Cc1cc(C)c(NC(=O)CN(C)S(=O)(=O)c2ccc3c(c2)c(=O)n(C)c(=O)n3C)c(C)c1	-15%
CC(C)CNC(=O)c1ccc(CN2C(=O)NC3(CCS(=O)(=O)CC3)C2=O)cc1	i
COCCOCC1(CNC(=O)c2nc3ccccc3[nH]2)C[C@@H](O)[C@@H](O)C1 (stereo not given in full)	-4%[44.1 µM]
OCCO[C@@H]1COCC[C@H]1NC1CCN(c2ccc3c(c2)CCC3)CC1	-12%
CCCOC1(C(F)(F)F)NC(=O)N(c2cccc(Cl)c2)C1=O (stereo not given)	?
CCCN1C(C(=O)c2ccccc2)=C(OC(=O)c2ccc(C)cc2)c2ccccc2S1(=O)=O	-29%
CCCS(=O)(=O)N[C@H]1CO[C@H]2[C@@H]1OC[C@H]2OC(=O)Nc1ccc(C(C)=O)cc1	i
CCN(CCCNC(=O)c1ccc(Sc2ccc(F)cc2)c(NC(C)=O)c1)c1ccccc1	-2%

Next compounds follow.
SMILES	Pf Dd2 growth
COc1ccc(NCc2nc3ccccc3n2CCOc2ccc(C)cc2)cc1	3%
Cc1cc(C(=O)Nc2ccc(C(O)[C@H]3COCC(=O)N3)cc2)n(C)n1 (stereo not given in full)	-6%[44.1 µM]
CCOc1ccc(-c2c(C)nn3c(C)c(C(=O)NCc4ccc(C)o4)cnc23)cc1OCC	i
CN(C)CCN(Cc1ccco1)C(=O)c1oc2ccccc2c1NC(=O)c1cccc(F)c1	-16%
Cc1cccc(N(C)S(=O)(=O)c2c(C(=O)N3CCCCCC3)c(C)n(C)c2C)c1	?
CN1CCC([C@@H]2CN(C(=O)NCCc3ccccc3)C[C@H]2C(N)=O)CC1	0%
COC(=O)[C@@H]1Cc2ncn(C(C)C)c2CN1S(=O)(=O)c1ccc(OC)cc1	-7%[44.1 µM]
CN1CCSc2ccc(C(=O)NCc3ccccc3)cc21	?
CC(C)CCOc1ccc(C2N=C(N)Nc3nc4ccccc4n32)cc1 (stereo not given)	-25%
Cc1c2cnn(CC(=O)Nc3cccc(C(F)(F)F)c3)c(=O)c2c(C)n1Cc1ccccc1Cl	-3%
CN(Cc1cccnc1)c1ccc2ncc(Nc3cc(F)cc(N4CCOCC4)c3)n2n1	?
Cc1ccc(C)c(NC(=O)C(=O)NCCc2csc(-c3cccc(F)c3)n2)c1	i
COc1ccc2[nH]c(C[C@@H]3C[C@@H](C(C)C)[C@H](CNC(=O)Cn4cnnn4)C=C3C)nc2n1	i
c1ccc2c(c1)CCN2C1CN(Cc2ccsc2)C1	?
O=C(C1CC1)N1CCn2c(nn(-c3ccc([N+](=O)[O-])cc3)c2=O)C1	1%[44.1 µM]
COc1ccc([C@H]2C[C@@H](O)[C@@H](O)[C@@H]2NC(=O)c2cc(C)n(C)n2)cc1	0%[44.1 µM]
Cc1ccc(NC(=O)N2CCCN(S(C)(=O)=O)C(c3ccccc3)CC(=O)NCC2)cc1C (stereo not given)	?
CCOC(=O)c1ccccc1NC(=O)CSc1nc2ncccc2o1	-7%
COc1cc(-c2nc(SCC(=O)Nc3ccc4c(c3)OCO4)c(-c3ccccc3)[nH]2)cc(OC)c1OC	?
CCOc1ccccc1NC(=O)CSc1nc2ccccc2nc1Cc1ccc(C)cc1	?
O=c1ccc2cc(S(=O)(=O)NCc3ccc(Br)cc3)ccc2[nH]1	17%
Cc1sc2ccn(C)c(=O)c2c1C(=O)N1CCN(c2ccc(Cl)cc2)CC1	-22%
CC(C)Cn1c(=O)n(CC(C)N2CCCC2)c2cc(C(=O)O)cnc21 (stereo not given)	-1%
Cc1cccc(-n2c(=O)c3c(cc(C)n3C)n(CC(=O)Nc3ccc4c(c3)OCO4)c2=O)c1	?
COc1ccc(CC(=O)Nc2ccc([C@@H](O)[C@H]3COCC(=O)N3Cc3ccc(C(F)(F)F)cc3)cc2)cc1	?

As entered above:
Pf Dd2 growth result of `O=C(C1CC1)N1CCn2c(nn(-c3ccc([N+](=O)[O-])cc3)c2=O)C1` = 1%[44.1 µM]
Pf Dd2 growth result of `COc1ccc(NCc2nc3ccccc3n2CCOc2ccc(C)cc2)cc1` = 3%

The listing continues.
SMILES	Pf Dd2 growth
CNC(=O)CCn1ncc2cc(OCc3ccccc3-c3cnc(OC)nc3)ccc21	i
O=C1Nc2ccccc2C12CCN(CC1CC1)CC2	?
CCS(=O)(=O)N1CCc2cc(C(=O)Nc3ccc(C)c(Cl)c3)ccc21	-9%
CCN1CCN(c2oc(/C=C/c3ccccc3OC)nc2C#N)CC1	-19%
O=C(NCCc1ccccc1)N1CCC2(CC1)CC(N1CCOCC1)CCO2 (stereo not given)	-25%
CCCCOc1ccc(C(=O)NCCc2sc(-c3cccc(F)c3)nc2C)cc1	i
COc1cc2c(cc1OCc1ccccc1)NC(=O)C21CCN(Cc2cccc(O)c2)CC1	?
CCOc1ccc(C(=O)N2CCC3(CC2)C(=O)N(C)c2ccccc23)cc1OCC	13µM*
COc1cccc(-c2cc3c(=O)n(CCNC(=O)c4cc(C)cc(C)c4)ccn3n2)c1	-7%
Cc1cc(-c2nc3ncccc3[nH]2)c(C)[nH]1	28µM*!
CSc1cccc(NC(=O)CN2C(=O)CCc3cc(S(=O)(=O)N4CCCCC4)ccc32)c1	i
CCOc1ccc(-c2c(C)nn3c(C)c(C(=O)NCCN(C)C)cnc23)cc1OCC	5%
CC(C)Oc1cccc2c1c(NC(=O)C1CC(=O)N(C)C1)nn2Cc1ccccc1 (stereo not given)	-11%
CC1(C)C(=O)N(Cc2ccccc2)[C@H]2CN(Cc3ccc(C#N)cc3)C[C@H]2[S+]1(=O)[O-]	-17%[44.1 µM]
CCc1[nH]c2ccc(CNC(=O)[C@H]3[C@@H]4C=C[C@@]5(CN(C)C(=O)[C@@H]35)O4)cc2c1C	-20%
COc1ccccc1Cn1ccn(CC(=O)Nc2c(C)cc(C)cc2C)c(=O)c1=O	10%
CN(CCc1ccccn1)C[C@H]1CN2CC[C@H]1C[C@@H]2CNS(=O)(=O)c1ccccc1	-2%[44.1 µM]
CCN(C(=O)CCC(=O)N1CCc2nc3cc(-c4ccc(OC)cc4)[nH]n3c(=O)c2C1)c1ccccc1	?
COc1ccc(C(=O)N2C(C(=O)NC3CC3)COC23CCN(C(=O)Cc2cccs2)CC3)cc1 (stereo not given)	-21%
CCOc1ccc(CCNC(=O)Cn2nnc(-c3ccccc3)n2)cc1OCC	-9%
COc1cccc(CN(C(=O)c2oc3ccc(Br)cc3c2C)C2CCS(=O)(=O)C2)c1 (stereo not given)	-22%
O=S(=O)(N[C@H]1[C@H](O)[C@H](O)C[C@@H]1c1cncnc1)c1ccc(Cl)cc1	6%[44.1 µM]
C=CCn1nc(C)c(CN2CC[C@H](N3CCN(C)CC3)[C@H](CCC(=O)O)C2)c1C	18%
COC[C@@H]1CN(C(=O)Cc2cc(C)no2)C[C@H]1c1ccncc1	16%
CCOCC1(C)COc2ccc(C(=O)Nc3ccccn3)cc2N1 (stereo not given)	?

5 records drawn at random from the list so far:
SMILES	Pf Dd2 growth
CN(CCc1ccccn1)C[C@H]1CN2CC[C@H]1C[C@@H]2CNS(=O)(=O)c1ccccc1	-2%[44.1 µM]
CCS(=O)(=O)N1CCc2cc(C(=O)Nc3ccc(C)c(Cl)c3)ccc21	-9%
CCCCOc1ccc(C(=O)NCCc2sc(-c3cccc(F)c3)nc2C)cc1	i
CCOCC1(C)COc2ccc(C(=O)Nc3ccccn3)cc2N1 (stereo not given)	?
O=C1Nc2ccccc2C12CCN(CC1CC1)CC2	?

(next part)
SMILES	Pf Dd2 growth
COCC(=O)N1CCCC(C(=O)NCCNc2ncccc2C)C1 (stereo not given)	11%
COc1ccc(NC(=O)c2ccc3c(c2)NC(C)(COc2ccc4[nH]ccc4c2)CO3)cn1 (stereo not given)	-26%
Cn1cnc(S(=O)(=O)N2CC(N(CC3CC3)C3CCOCC3)C2)c1	-6%
Cc1ccc(Cl)cc1NC(=O)CSc1nc(C)c(C)c(C)c1C#N	-10%
CCCNc1cc(N2CCC(CCC(=O)O)CC2)ncn1	i
CC(C)N1CCN(C(=O)c2cnc(-c3ccccc3)nc2-c2ccncc2)CC1	i
O=C(c1ccc(F)cc1)N1CCC2(CC1)COc1ccccc1NC2=O	-1%
Cc1ccc2nc(NC(=O)CSc3nccn3Cc3ccc(Cl)cc3)sc2c1	20%
O=C(c1nnc(CNc2ccc(F)cc2)n1-c1ccccc1)N1CCC[C@@H]1C(c1ccccc1)c1ccccc1	?
CCN(CC)C(=O)[C@@H]1CCC[C@@H](NC(=O)C2CCOCC2)CN(C)C(=O)C1	i
